VLA-4 inh: inhibition in a human VLA-4 binding assay | inhibition, % (about 7 µM as worked out from the volumes in the protocol) | P13612 | 0.2% of 330,000 active | AID 2557 | VLA-4 expressing cells, ligand binding flow cytometry; in the data active = inhibition above about 50%
MEX-5 binding: C. elegans MEX-5 TCR-2 RNA binding activity; Q9XUB2; MEX-5/FITC-TCR2 RNA binding, fluorescence polarization; hits give low values; activity score (negative = inhibition of binding), % at 10 µM; 0.38% of 300,000 active; AID 1832;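 active = inhibition past about -25% in most replicates, and total fluorescence under double the plate's negative control median, limit read from the data; inconclusive = replicates evenly split on the limit, or fluorescence at least double controls; inactive = too little inhibition in most replicates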;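 note: 0% = DMSO and -100% = 5 µM competing unlabeled TCR2 RNA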
Target sequence (Q9XUB2 whole entry, looked up): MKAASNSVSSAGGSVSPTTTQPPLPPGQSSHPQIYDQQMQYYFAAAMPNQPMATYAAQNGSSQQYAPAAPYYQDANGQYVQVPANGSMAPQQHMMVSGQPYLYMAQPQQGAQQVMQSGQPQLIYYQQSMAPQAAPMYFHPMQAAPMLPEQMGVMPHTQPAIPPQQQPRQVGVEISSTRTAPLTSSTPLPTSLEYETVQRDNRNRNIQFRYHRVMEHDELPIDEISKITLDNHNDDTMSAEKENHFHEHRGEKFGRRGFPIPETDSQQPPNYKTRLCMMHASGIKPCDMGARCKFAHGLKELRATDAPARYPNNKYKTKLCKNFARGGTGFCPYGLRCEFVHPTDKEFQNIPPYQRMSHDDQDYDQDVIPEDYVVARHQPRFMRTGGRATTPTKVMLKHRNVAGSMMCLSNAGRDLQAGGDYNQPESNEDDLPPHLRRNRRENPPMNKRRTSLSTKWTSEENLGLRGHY
MCL1-BIM inh: disrupts human MCL1 binding to BIM-BH3 peptide | Q07820 | 0.68% of 320,000 active | GST-MCL1 / FITC-Bim-BH3 fluorescence polarization | inhibition, % at 10.9 µM;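 active = inhibition above the mean inhibition of all tested compounds plus 3 SD, set per campaign, cut at about 40% in these data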;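 note: 0% = DMSO wells and 100% = unlabeled Bim-BH3 peptide control; higher means more loss of mP so more displacement of Bim peptide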
GLD-1 TGE inh: GLD-1-TGE RNA interaction inhibition (C. elegans); Q17339; purified GLD-1 + fluorescein TGE RNA, fluorescence polarization; inhibition, % at 5.96 µM; 0.44% of 320,000 active;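 active = percent inhibition above a per-plate cutoff, the plate mean of test compounds plus 3 SD, cut at about 30% in these data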;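 note: 0% = DMSO wells with GLD-1 and probe and 100% = wells lacking GLD-1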
Fam108B inh: counter-screen for RBBP9 inhibitors: inhibitors of mouse Fam108B. recombinant Fam108B, FP-Rh probe fluorescence polarization. inhibition, % at 9.51 µM. 0.33% of 300,000 active. AID 1947;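 active = inhibition above the screen mean inhibition plus 3 SD, computed separately per campaign, cut at about 18% in these data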;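 note: inhibitors lower polarization as less probe binds the enzyme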
PME-1 primary: blocks human protein phosphatase methylesterase 1. Q9Y570. recombinant PME-1, FP-Rh probe fluorescence polarization. inhibition, % at 5.9 µM. 0.53% of 320,000 active;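 active = inhibition above the campaign mean of all compounds plus 3 SD, cut at about 26% in these data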;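 note: competitive labeling of PME-1 active site by serine hydrolase directed probe; 0% = PME-1 with DMSO and 100% = wells lacking PME-1 enzyme; inhibitors block probe labeling so polarization falls and inhibition rises; many of its hits are not listed in these tables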
Target sequence (Q9Y570 whole entry, looked up): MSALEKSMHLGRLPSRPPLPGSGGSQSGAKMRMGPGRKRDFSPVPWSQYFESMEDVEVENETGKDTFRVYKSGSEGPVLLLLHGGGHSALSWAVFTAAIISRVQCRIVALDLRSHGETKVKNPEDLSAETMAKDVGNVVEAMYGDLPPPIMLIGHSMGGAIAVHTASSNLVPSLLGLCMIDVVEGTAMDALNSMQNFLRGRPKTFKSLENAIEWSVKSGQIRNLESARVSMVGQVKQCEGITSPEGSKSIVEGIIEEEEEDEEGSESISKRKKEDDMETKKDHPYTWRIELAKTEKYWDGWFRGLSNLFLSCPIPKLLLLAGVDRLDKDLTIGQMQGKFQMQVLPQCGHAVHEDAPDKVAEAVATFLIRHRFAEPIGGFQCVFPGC
GRK2 aptamer HTS: blocks RNA aptamer binding to human GRK2; bead flow cytometry, FAM-aptamer displacement from GRK2; 0.59% of 330,000 active; AID 488847; inhibition of aptamer binding, % at 10 µM; P25098;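 active = inhibition of aptamer binding above 40%, roughly 3 SD of noise, on plates passing a quality check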;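 note: median bead fluorescence of bound FAM aptamer so fluorescent compounds give negative values; no value below 0 was filed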
Bcl-xL primary: Bcl-xL (human) inhibition | Q07817 | GST-Bcl-xL / FITC-Bim BH3 peptide fluorescence polarization | inhibition, % at 10.9 µM | 0.7% of 320,000 active;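 active = inhibition above the mean of all tested compounds plus 3 SD, cutoff set per campaign, cut at about 30% in these data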;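 note: 0% = DMSO wells and 100% = unlabeled Bim-BH3 peptide competitor; inhibitors lower millipolarization by displacing the labeled peptide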
Target sequence (Q07817 whole entry, looked up): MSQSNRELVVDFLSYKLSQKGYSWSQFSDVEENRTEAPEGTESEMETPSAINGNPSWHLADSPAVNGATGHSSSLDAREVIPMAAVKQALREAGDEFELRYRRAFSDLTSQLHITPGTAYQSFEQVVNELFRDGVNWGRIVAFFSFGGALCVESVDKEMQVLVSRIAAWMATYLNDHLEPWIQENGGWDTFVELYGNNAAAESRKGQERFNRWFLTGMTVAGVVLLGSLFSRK
Efflux pump inh: antifungal efflux pump inhibition, Nile Red retention | 0.44% of 330,000 active | inhibition, % at 10 µM | S. cerevisiae Candida pump triplex;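 active = plate passing quality check with inhibition over a set limit, or well fluorescence over plate mean plus 4 SD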;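 note: Nile Red retained in pooled yeast measured as flow cytometry median fluorescence; 0% = buffer negative control and 100% = Enniatin B positive control; higher means more Nile Red kept so more efflux inhibition; some compounds called inactive have numbers as strong as hits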
* = called active by the depositor; ? = inconclusive; . = no result given. Some of the compounds tested, so the mix of outcomes need not match the whole.

SMILES	VLA-4 inh	MEX-5 binding	MCL1-BIM inh	GLD-1 TGE inh	Fam108B inh	PME-1 primary	GRK2 aptamer HTS	Bcl-xL primary	Efflux pump inh
O=C(NCc1ccco1)c1cc2nc(C3CC3)cc(C(F)(F)F)n2n1	30	2.3	3	7	2	-4	0	4	0.0
Cc1sc(-c2ccccn2)nc1OC(=O)c1cccc(Cl)c1Cl	-12	?	-4	5	-3	-5	0	6	0.0
Cc1ccc(NC(=O)CN2CCN(CCN=CC3=C(O)CC(c4ccc(C)cc4)CC3=O)CC2)cc1 (stereo not drawn)	-3	0.7	3	-7	-3	3	0	5	-0.1
COc1ccc(OC)c(C2=NOC(C(=O)NCc3cccs3)C2)c1 (stereo not drawn)	-5	-1.1	-4	2	3	-2	10	1	-0.1
CCN1C(=O)N(CC)C2C1N(C(C)=O)C(=O)N2C(C)=O (stereo not drawn)	0	0.4	7	2	0	1	0	5	-0.1
COc1ccccc1-c1nnc(NC(=O)c2ccc(S(=O)(=O)N3CCOCC3)cc2)o1	-3	-2.1	-2	-3	1	-2	2	-1	0.1
COc1ccccc1C(=O)Nc1sc2c(c1C(=O)NCc1ccco1)CCCC2	4	3.2	3	12	0	0	0	3	0.1
COc1cc(OC)cc(C(=O)Nc2nnc(-c3cccnc3)o2)c1	-10	-1.8	2	-13	12	4	3	-1	0.0
Cc1sc2nc(COC(=O)C(NC(=O)c3ccc(Cl)cc3Cl)C(C)C)[nH]c(=O)c2c1C (stereo not drawn)	-26	2.5	-19	-4	-12	-3	0	-4	0.3
Cc1cc(C(F)(F)F)nn1CC(=O)NCc1ccccc1	14	-0.9	4	2	1	2	0	2	0.1
CCOC(=O)c1ccc(-c2ccc3c(c2)CCC3)nc1C	9	-0.2	-3	-4	4	1	2	0	0.2
CC1C(=O)N2CCCc3cc(S(=O)(=O)NCc4ccc(Cl)cc4)cc1c32 (stereo not drawn)	3	4.1	9	6	-2	2	0	10	-0.1
O=C(Nc1nccs1)c1cc2sccc2n1Cc1ccc(F)cc1	15	1.3	4	1	-1	-1	0	0	-0.1
Cn1cc(C(=O)c2cccc(Cl)c2Cl)cc1C(=O)O	16	0.8	2	1	-6	-5	1	3	-0.2
CC(C)CC(=O)NC(=S)NCCc1ccccc1	0	0.0	7	-4	-1	1	1	4	-0.1
Cc1cccc(NC(=O)N2CCC(C(=O)c3ccc(F)cc3)CC2)c1	-5	-2.5	-2	-1	2	-3	0	2	0.2
Cn1c(=NC(=O)c2ccccc2[N+](=O)[O-])sc2cc(S(C)(=O)=O)ccc21	.	-1.1	7	5	-1	-3	0	7	-0.2
CN(C)/N=C/C=C1\CCC/C(=C\c2ccc(F)c(F)c2)C1=O	-5	-2.5	-11	-24	0	-3	0	1	0.1
Cc1ccc(C(=O)NNC(=O)CCCCC(=O)NNC(=O)c2ccc(C)cc2)cc1	9	-2.3	6	0	-1	6	0	8	0.0
O=C(OCc1c(-c2ccccc2)ncc2ccccc12)c1ccc(Br)cc1	-4	.	-6	-4	.	0	3	2	0.2
Cc1ccc(Nc2cc(=O)oc3ccccc23)c(C)c1	-15	-0.5	-5	-2	-1	1	0	0	-0.1
CCOc1c(OC(C)=O)ccc(/C=C/c2ccc3cccc(OC)c3n2)c1[N+](=O)[O-]	1	-3.2	-7	13	8	4	1	-3	0.2
Cn1nc([N+](=O)[O-])nc1Sc1nnnn1-c1ccc(C(=O)O)cc1	4	-0.9	3	-8	-2	-3	0	4	0.2
Cc1ccc(/C=N/N2CCN(Cc3ccc(Cl)cc3)CC2)o1	3	2.9	-5	-1	5	-4	3	2	0.0
CCOc1ccc(NC(=O)COc2ccc(C(=O)NC(C)c3ccc(S(N)(=O)=O)cc3)cc2OC)cc1 (stereo not drawn)	11	1.9	1	6	0	-34	0	0	-0.1
CCc1nnc(NC(=O)CC23CC4CC(CC(C4)C2)C3)s1	-24	2.9	2	4	-3	3	1	2	0.2
N#Cc1ccc(NC(=O)Nc2ccc(Cl)cc2)cc1	-9	2.0	-3	-2	-13	-68	0	-11	-0.2
O=C(CCc1ccccc1)Nc1ccc(Cl)cn1	6	-5.0	1	5	-2	-4	0	1	0.0
CC1CCCCC1NC(=O)c1nn(C)c2c1CS(=O)(=O)c1ccccc1-2 (stereo not drawn)	1	-0.1	8	-4	-5	3	0	3	0.0
COc1cccc(NC(=O)CN(C)C(=O)Cn2[nH]c(=O)c3ccccc3c2=O)c1	4	3.0	0	4	3	1	2	5	-0.1
Cc1ccc(NC(=O)COC(=O)C2COc3ccccc3O2)cc1S(=O)(=O)N1CCOCC1 (stereo not drawn)	21	-1.2	5	0	-4	3	2	6	-0.1
CC(/C=C1\SC(=S)N(c2ccc(C(=O)O)cc2)C1=O)=C\c1ccccc1	4	-3.4	48*	6	-14	-28	4	6	-0.1
O=C(Nc1cccc(-n2cnnn2)c1)c1ccc(Cl)cc1Cl	5	0.0	11	1	2	0	1	8	-0.1
CC(=O)N1CCN(c2ccc(Nc3ncnc4c3oc3ccccc34)cc2)CC1	11	-2.9	-1	6	3	3	3	3	0.0
Cc1cccc(NC(=O)c2ccc(OCc3c(C)noc3C)cc2)n1	3	.	-3	-3	.	1	0	0	0.0
Cc1cc([N+](=O)[O-])ccc1NC(=O)c1cccc(NC(=O)C(C)C)c1	6	-0.3	2	3	-3	2	4	6	-0.2
Cc1ccc2nc3c(cc2c1)c(NC(=O)C(C)(C)C)nn3CC(C)C	8	-0.4	-4	-8	-5	0	3	-2	0.2
CCOC(=O)c1c(NC(=O)OC)sc2c1CCC2	-7	0.2	2	2	-1	-4	1	3	0.0
CCNS(=O)(=O)c1ccc(CCC(=O)Nc2ccc(C(=O)OC)cc2)cc1	-1	1.1	-12	0	1	-1	0	-1	-0.2
Cc1ccc(N2CCCCn3c2nc2c3c(=O)[nH]c(=O)n2C)cc1	-6	-3.8	0	0	5	4	3	2	0.0
Cc1cc2nc(-c3ccc(SCC(=O)N4CCN(C(=O)c5ccco5)CC4)nc3)[nH]c2cc1C	.	3.5	11	4	0	-1	0	6	-0.2
Cc1cnc(=O)[nH]c1SCc1ccc([N+](=O)[O-])cc1	2	-1.7	3	-8	4	12	1	3	0.5
Cc1ccc(/C=N/NC(=O)c2cc(-c3ccccc3)nc3ccccc23)o1	14	-1.4	1	-4	-4	-4	0	3	0.3
O=C(C1CCCN1S(=O)(=O)c1cccc2cccnc12)N1CCn2c1nc1ccccc12 (stereo not drawn)	47	-1.8	1	-2	2	-2	1	0	-0.1
Cc1cccc(C)c1OCC(C)N (stereo not drawn)	-4	1.2	-2	1	3	-1	0	-1	-0.2
CC(=O)c1cccc(NC(=O)C2CCN(S(=O)(=O)c3ccc(C)cc3)CC2)c1	24	1.6	7	-2	-3	-7	0	1	0.0
COc1ccc(CNC(=O)COC(=O)c2ccc(OCc3c(C)noc3C)cc2)cc1OC	-3	-1.7	-9	2	-1	-3	4	-1	0.1
CCN(CC)S(=O)(=O)c1ccc(N2CCOCC2)c(NC(=S)NC(=O)c2ccco2)c1	1	1.5	8	-2	1	20	3	11	-0.1
COc1ccc(-n2nnnc2SC(C)C(=O)NC2CCCC2)cc1 (stereo not drawn)	5	.	-3	8	.	0	1	-4	-0.1
O=C(Nc1ccccc1N1CCCC1)c1cccnc1Cl	16	-0.4	0	-3	-1	7	4	-1	0.1

Next part:
SMILES	VLA-4 inh	MEX-5 binding	MCL1-BIM inh	GLD-1 TGE inh	Fam108B inh	PME-1 primary	GRK2 aptamer HTS	Bcl-xL primary	Efflux pump inh
Cc1ccc(S(=O)(=O)NC(C(=O)N2CCOCCOCCOCC2)c2ccccc2)cc1 (stereo not drawn)	13	2.7	-3	9	3	0	2	2	-0.1
COc1ccccc1-c1cc(C(F)(F)F)nc(N2CCN(c3ccccc3)CC2)n1	1	-0.6	5	0	2	-1	30	4	0.3
CCCNC(=S)N1CCN(C)CC1	10	-2.6	17	5	4	-7	0	6	0.4
COc1ccc(Cl)cc1N(CC(=O)N(C)C)S(=O)(=O)c1ccc(C)c([N+](=O)[O-])c1	3	-1.0	4	2	5	2	4	5	-0.2
COCCNC(=S)Nc1ccccc1[N+](=O)[O-]	1	-1.3	4	-2	-3	1	0	2	0.0
Cc1cc(Cl)c(OCCn2ccnc2)c(Br)c1	4	0.9	-1	3	0	-1	1	4	0.2
COc1ccc(CNC(=O)C2CCCN(c3ncnc4c3nc3n4CCCCC3)C2)cc1 (stereo not drawn)	-3	0.8	4	2	5	-2	1	0	0.8
Cc1ccc(CS(=O)Cc2ccc(C(=O)NCC(C)c3ccccc3)o2)cc1 (stereo not drawn)	6	-0.4	6	7	-1	2	4	2	0.1
O=C(/C=C/NCc1cccnc1)c1ccc(Br)cc1	3	1.7	-1	-2	1	2	0	-2	0.0
N#C/C(=C\c1ccccc1C(F)(F)F)C(=O)Nc1ccccc1	12	1.5	4	3	1	2	1	5	0.1
Cn1c(=O)c2c(SCC(=O)Nc3nccs3)nc(C3CC3)nc2n(C)c1=O	7	1.6	1	-1	-4	1	2	5	0.0
O=C(COC(=O)c1ccc2c(c1[N+](=O)[O-])C(=O)c1ccccc1C2=O)NC1CC1	-79	-8.1	-3	0	-2	1	0	10	0.0
Oc1nc(Nc2ccccc2)sc1/C=C1\C=Nc2ccccc21	-4	3.8	0	-46	14	44*	45*	6	0.0
CCOc1cccc2sc(N(CCN(CC)CC)C(=O)c3ccc(S(=O)(=O)N4CCCC4)cc3)nc12	5	-2.5	1	6	-1	0	0	-1	0.0
CCCn1nc(C(=O)NCC(C)(C)N2CCOCC2)c2ccccc2c1=O	0	1.8	-5	-3	5	8	0	1	-0.1
CC(C)(C)NS(=O)(=O)c1ccc(NC(=O)C2CC(=O)N(CCc3ccc(F)cc3)C2)cc1 (stereo not drawn)	5	2.1	5	7	-1	0	0	4	0.2
O=C(c1c(Cl)nc2sccn12)N(C(=O)c1c(Cl)nc2sccn12)c1ccc(Cl)cn1	26	2.1	5	6	0	-15	0	3	0.1
Cc1c(N=C/C=C2/N(C)c3ccccc3C2(C)C)c(=O)n(-c2ccccc2)n1C	0	0.8	-24	-32	-2	-7	8	-10	0.0
Cc1ccc2c([N+](=O)[O-])cccc2n1	-2	-0.8	3	6	-4	1	27	3	-0.3
CC1CCCCC1NC(=O)c1cccc(S(=O)(=O)N2CCN(Cc3ccccc3)CC2)c1 (stereo not drawn)	16	0.3	3	20	3	-2	2	5	0.1
Cc1ccc(OCC(O)Cn2c(N3CCOCC3)nc3c2c(=O)[nH]c(=O)n3C)cc1 (stereo not drawn)	-11	1.4	0	8	12	-5	0	9	-0.1
COC(=O)c1ccc(Cn2nc(-c3cc(C)ccc3C)ccc2=O)cc1	-2	1.2	.	.	.	.	3	.	0.0
NC(=O)[C@@H]1CCCN1Cc1nc(-c2ccc(C(F)(F)F)cc2)no1	-4	2.4	4	6	0	4	0	0	-0.1
Cc1ccc(C)c(S(=O)(=O)N2C(=S)NC(=O)C2CC(C)C)c1 (stereo not drawn)	-3	0.6	11	5	-3	1	0	7	-0.2

Quoted at random: two records from the list
SMILES	VLA-4 inh	MEX-5 binding	MCL1-BIM inh	GLD-1 TGE inh	Fam108B inh	PME-1 primary	GRK2 aptamer HTS	Bcl-xL primary	Efflux pump inh
COC(=O)c1ccc(Cn2nc(-c3cc(C)ccc3C)ccc2=O)cc1	-2	1.2	.	.	.	.	3	.	0.0
NC(=O)[C@@H]1CCCN1Cc1nc(-c2ccc(C(F)(F)F)cc2)no1	-4	2.4	4	6	0	4	0	0	-0.1

Assay outcomes deposited in PubChem by several laboratories.
